# Compound activity (PubChem BioAssay)
# esBAF inh = SWI/SNF esBAF complex inhibition | reporter increase, % at 12.5 µM | actives 2% (n = 350,000) | AID 602393 | mouse ES cells, Bmi1-luciferase knock-in reporter, 24 h; 100% = twice the neutral-well signal; in the data active = activation above about 40%; inconclusive = no clear call, values can overlap the other calls;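 note: 0% = median of the plate's neutral control wells and 100% = double that signal; a rise in the Bmi1 reporter signal indicates esBAF inhibition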
# E-sel inducer = E-selectin induction on HUVECs. activation, % at 7.58 µM. AID 686992. actives 0.37% (n = 260,000). HUVEC E-selectin immunofluorescence imaging; normalized: neutral wells 0, TNF-alpha wells 100;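 active = mean E-selectin-positive cell signal at least 10% of the positive control, reached in at least 60% of replicates, without over 20% cell loss; inconclusive = no rule given, readout overlaps actives, possibly toxicity-flagged; inactive = the rest, including those meeting only one limit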;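 note: in these data hits start at about 27%; measured in HUVEC primary endothelial cells; signal is the percent of cells scored E-selectin positive by PE staining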
#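 Test system – human umbilical vein endothelial cells (HUVEC), E-selectin induction · Input – 3,000 HUVEC seeded per well · Buffer or medium – EGM-2, gelatin · Compound dosing – single-point compound dose · Detection – immunofluorescence imaging · Measure – percent E-selectin-positive cells · Controls – TNF-alpha high, DMSO low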
# RAD54 branch = RAD54 (human) branch migration inhibition. RAD54 Holliday junction branch migration, FAM/BHQ fluorescence. actives 0.14% (n = 360,000). inhibition, % at 10.4 µM;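 active = mean normalized replicate activity at least 40 and at least half of replicates scoring 40 or more; inconclusive = only one of the two criteria met; inactive = mean below 40 and under half of replicates reaching 40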;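 note: 0% = median of neutral control wells and 100% = median of positive control wells; inhibitors cause a drop in the FAM fluorescence signal; in these data hits start at about 50%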
# RAD52 inh = inhibitors of human RAD52 DNA annealing; P43351; recombinant RAD52 DNA annealing, FRET fluorescence; inhibition, % at 18.7 µM; actives 0.46% (n = 360,000);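 active = every replicate showing at least 50% inhibition; inconclusive = mean inhibition at least 50% but not in every replicate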
# Target sequence (P43351 whole entry, looked up): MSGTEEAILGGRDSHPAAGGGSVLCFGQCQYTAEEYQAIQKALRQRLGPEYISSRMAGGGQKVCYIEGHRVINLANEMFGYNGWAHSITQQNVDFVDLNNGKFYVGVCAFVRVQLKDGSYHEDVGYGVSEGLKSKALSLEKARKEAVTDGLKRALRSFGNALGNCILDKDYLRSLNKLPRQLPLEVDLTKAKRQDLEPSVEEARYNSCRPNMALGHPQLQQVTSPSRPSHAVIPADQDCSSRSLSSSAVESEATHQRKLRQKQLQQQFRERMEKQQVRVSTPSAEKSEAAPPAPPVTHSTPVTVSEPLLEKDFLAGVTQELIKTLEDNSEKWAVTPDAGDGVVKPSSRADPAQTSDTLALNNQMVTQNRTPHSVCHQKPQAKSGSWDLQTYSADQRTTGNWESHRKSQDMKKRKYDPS
# S100A4 MyoIIA = S100A4-myosin IIA interaction inhibition; inhibition, % at 10.7 µM; AID 652163; actives 0.14% (n = 360,000); S100A4/TAMRA-MyoIIA peptide fluorescence polarization; P26447;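 active = mean inhibition of at least 70% across replicates, with every replicate also reaching that level; inconclusive = mean inhibition reaches 70% but some replicates fall short; inactive = mean inhibition below 70%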
# Target sequence (P26447 whole entry, looked up): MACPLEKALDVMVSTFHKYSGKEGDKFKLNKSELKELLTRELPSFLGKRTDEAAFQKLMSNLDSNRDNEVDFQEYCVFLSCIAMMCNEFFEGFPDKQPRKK
#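 Test system: S100A4 monomer protein. Medium: HEPES buffer with Ca2+, pH 7.2. Reagent: fluorescent myosin IIA peptide, 5 nM. Compound dosing: single-point compound testing. Timing: 5 min between mix addition and reading. Benchmarks: DMSO neutral and TFP positive wells.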
# Xi reactivation = reactivates the inactive X chromosome in mouse fibroblasts; actives 0.055% (n = 360,000); XiGFP mouse fibroblasts, % GFP-positive cells imaging, 3 d; cells co-treated with 5-aza-dC sensitizer; scaled so ellipticine positive control = 100%; activation, % at 7.58 µM; AID 743238;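 active = mean normalized replicate activation at least 10% and every replicate at or above 10%; inconclusive = only one of the two criteria met; inactive = mean below 10% and not all replicates reach 10%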;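 note: 0% = median of on-plate neutral control wells and 100% = ellipticine 6 µM median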
#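 Schedule: 3 d treatment, 15 min room-temperature fixation; system: 68-5-11 XiGFP fibroblast line; buffer or medium: DMEM plus 5-aza-dC sensitizer; control set: ellipticine 6 µM positive control; compound: one concentration, pinned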
# ERAP1 HTS inh = inhibitors of human ERAP1 aminopeptidase | recombinant ERAP1, Leu-AMC fluorescence, 60 min | inhibition, % at 10.7 µM | actives 0.15% (n = 340,000) | AID 652197;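 active = mean replicate inhibition of at least 30%, or all replicates individually reaching that 30% level; inactive = mean below 30% and not every replicate reaching it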;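 note: 0% = neutral control wells and 100% = L-leucinethiol positive control wells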
# ERp5 block = inhibitors of human ERp5; Q15084; ERp5 insulin aggregation, absorbance 650 nm, 90 min; inhibition, % at 9.99 µM; actives 0.05% (n = 350,000);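 active = mean replicate inhibition above about 25%, with every replicate also reaching it, limit read from the data, passing the limit was not always enough; inconclusive = only one of those two criteria met; inactive = neither criterion met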
# Target sequence (Q15084 whole entry, looked up): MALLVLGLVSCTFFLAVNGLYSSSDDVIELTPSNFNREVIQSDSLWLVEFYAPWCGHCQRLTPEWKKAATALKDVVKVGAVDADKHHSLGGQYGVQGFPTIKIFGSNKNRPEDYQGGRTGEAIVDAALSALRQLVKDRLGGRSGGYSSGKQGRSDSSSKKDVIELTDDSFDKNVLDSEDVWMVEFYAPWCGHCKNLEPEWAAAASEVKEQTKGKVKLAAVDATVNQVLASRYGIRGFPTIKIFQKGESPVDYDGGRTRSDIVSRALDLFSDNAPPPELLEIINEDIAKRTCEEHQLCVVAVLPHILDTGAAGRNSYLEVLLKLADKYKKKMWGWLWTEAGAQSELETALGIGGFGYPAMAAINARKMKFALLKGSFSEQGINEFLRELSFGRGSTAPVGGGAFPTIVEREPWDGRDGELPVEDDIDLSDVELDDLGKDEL
# * hit, by the source's call; u = inconclusive; x = no result given.
SMILES,esBAF inh,E-sel inducer,RAD54 branch,RAD52 inh,S100A4 MyoIIA,Xi reactivation,ERAP1 HTS inh,ERp5 block
CCC(C)NC(=O)Cn1nc(C(F)(F)F)c2c1CCC2 (stereo unspecified),-7,-0.2,-10,17,0,0.0,0,3
NC(=O)CC(NC(=O)c1ccccc1)c1ccc(NCCc2ccc(F)cc2)c([N+](=O)[O-])c1 (stereo unspecified),14,0.3,-2,-4,-3,0.0,-4,1
Cc1ccc(C(C(=O)NC(C)(C)C)N(CC2CCCO2)C(=O)c2csnn2)cc1 (stereo unspecified),-13,x,x,-12,-6,0.0,0,-1
CC=Cc1ccc2n(c1=O)C[C@H]1[C@H](CO)[C@@H](C(=O)N[C@H](C)c3ccccc3)N(C)[C@@H]21 (mixture of isomers),1,0.0,-15,-19,-5,0.1,-2,3
COc1cccc2sc3ccc(NCCC4CCCN4C)cc3c(=O)c12 (stereo unspecified),9,-0.1,61*,13,19,0.2,3,-5
O=C1c2ccccc2NC(c2cccc(F)c2)N1Cc1ccco1 (stereo unspecified),-6,x,-5,-15,-6,x,-1,3
CCOc1ccccc1NC(=O)c1ccc2c(=O)n3c(nc2c1)CCCCC3,4,u,-10,-1,14,0.2,0,5
C[C@H](CO)N1C[C@H](C)[C@H](CN(C)Cc2ccc(Cl)c(Cl)c2)Oc2c(NS(C)(=O)=O)cccc2C1=O,-6,-13,4,1,-3,0.0,-2,-1
O=C(c1ccc(-c2cccc(C(F)(F)F)c2)o1)N1CCCC(C(F)(F)F)C1 (stereo unspecified),8,x,-1,0,1,0.0,-1,-6
Cc1ccc(S(=O)(=O)N(C)C[C@H]2Oc3ccc(NC(=O)Cc4cn(C)c5ccccc45)cc3C(=O)N([C@H](C)CO)C[C@H]2C)cc1,-6,0.8,3,-31,1,0.4,0,9
Cc1cccc(NC(=O)NNC(=O)c2ccc3ccccc3c2O)c1,x,-0.2,-3,-1,-3,0.8,-4,1
O=C(Nc1ccccc1F)N1CCCCN2[C@@H](CO)[C@@H](c3ccc(-c4cccnc4)cc3)[C@@H]2C1,x,0.3,-2,x,-2,0.2,-2,2
O=S1(=O)N[C@@H](Cc2ccccc2)COc2cc(N3CCCCC3)ccc21,x,0.3,x,-94,-7,0.2,x,0
O=c1ccc2ccccc2c2ccccc12,x,-0.3,x,-3,-6,-0.1,1,-2
Cn1cnnc1SCC(=O)NN1C(=O)NC(C)(c2ccccc2)C1=O (stereo unspecified),-11,0.0,x,-14,-5,1.3,-1,0
CCCNC(=O)N1C[C@H]2[C@@H](c3ccccc31)[C@@H](CO)N2C(=O)C1CCOCC1,-1,-0.4,-28,6,3,0.1,-1,1
Cc1c(C(=O)NCC(c2ccco2)N2CCCC2)oc2ccc(Cl)cc12 (stereo unspecified),9,x,15,-37,-8,0.1,3,4
Cc1ccc(S(=O)(=O)Nc2cccc3c2O[C@@H](CN(C)Cc2ccc(C(=O)O)cc2)[C@@H](C)CN([C@H](C)CO)C3=O)cc1,-1,-0.2,8,-5,-4,-0.2,1,-2
CCn1cc(C(=O)N2CCCCC2)c(=O)c2cc(S(=O)(=O)N3CCC(C)CC3)ccc21,0,x,0,-4,-7,x,3,5
O=[N+]([O-])c1ccc2c(c1)nc1n2CCN(c2ccccc2)C1,x,-0.1,x,-6,-3,x,x,0
Cc1cc[n+](Cc2ccccc2)c(N)c1,-10,1.2,-15,x,x,0.1,x,x
Cc1cc(C)n(-c2cc(C(C)(C)C)nc3c(-c4ccccc4)cnn23)n1,x,x,x,1,7,0.0,-3,0
O=C(OCCOc1ccc(Br)cc1)c1ccc(Cl)nc1,x,x,x,-13,0,0.1,0,4
COc1ccccc1-c1ccc2c(c1)O[C@@H](CN(C)C(=O)c1ccccc1)[C@@H](C)CN([C@@H](C)CO)S2(=O)=O,4,-0.1,-10,8,11,0.1,2,5
CCC(NC(=O)COc1cc2c(c3oc(=O)c(C)c(C)c13)CCC(C)(C)O2)C(=O)O (stereo unspecified),-1,x,-13,-2,-1,0.3,5,0

# The results go on:
SMILES,esBAF inh,E-sel inducer,RAD54 branch,RAD52 inh,S100A4 MyoIIA,Xi reactivation,ERAP1 HTS inh,ERp5 block
CCC1(c2ccc(F)cc2)NC(=O)N(CC(=O)Nc2ccc(C)c(S(=O)(=O)N3CCOCC3)c2)C1=O (stereo unspecified),x,x,x,-6,15,0.1,2,1
O=C1CCc2cc(S(=O)(=O)NC(Cc3ccccc3)C(=O)N3CCN(c4ccccn4)CC3)ccc2N1 (stereo unspecified),x,1.9,x,2,6,0.0,1,-1
COc1ccc2c(c1OC)C(=O)OC2N1C(=O)CC[C@H]1C(=O)Nc1ccc(F)cc1F (stereo partly specified),-4,x,-1,-13,-14,x,5,5
O=C(NCCc1ccccc1)Nc1ccc2c(c1)OCO2,x,-0.1,x,10,-1,0.0,2,-8
C/C=C/c1cnc2c(c1)C(=O)N([C@H](C)CO)C[C@H](C)[C@H](CN(C)Cc1ccncc1)O2,2,-0.3,-3,2,2,-0.1,1,2
CCN(CC)S(=O)(=O)c1ccc(OC)c(NC(=O)c2ccc3c(c2)OCO3)c1,x,x,x,5,-15,0.5,5,-8
Cc1nc2ccccc2c(=O)n1NC(=O)C1CC1C (stereo unspecified),x,-0.6,x,-2,-6,-0.1,x,1
CC(=O)c1cccc(NC(=O)COC(=O)Cc2ccc(Cl)cc2)c1,-5,x,-1,-10,-5,0.0,0,-3
O=C1N/C(=N/N=C/c2ccccc2)SC1(c1ccccc1)c1ccccc1,2,x,1,-3,-1,x,2,-1
O=C1CCc2cc(S(=O)(=O)NC(C(=O)NCc3cccnc3)c3ccccc3)ccc2N1 (stereo unspecified),-5,x,1,-3,-6,0.0,x,-1
COc1ccccc1N(C)S(=O)(=O)c1ccc(C(=O)OCC(=O)N2CCCCCC2)cc1,x,x,x,-11,-5,0.0,1,2
CN(C)/C=C(\C=O)c1c(Cl)cccc1Cl,x,-0.1,x,-10,-12,0.2,1,8
Cc1cc(C(=O)N2CCC2(C)C(=O)NCC(C)(C)C)nn1C (stereo unspecified),-2,-0.7,2,-19,0,0.0,0,6
CCOc1ccccc1N(CC(=O)N(C)Cc1ccccc1)S(=O)(=O)c1ccccc1,x,x,0,-30,10,0.3,-1,7
Cc1noc(C)c1NC(=O)NCC[C@H]1CC[C@@H](NC(=O)c2ccc(F)cc2)[C@@H](CO)O1,-5,-0.3,-18,-9,-3,-0.1,-2,8
C[C@@H]1CN([C@@H](C)CO)C(=O)Cc2cc(NC(=O)Nc3ccc4c(c3)OCO4)ccc2O[C@H]1CN(C)Cc1ccc(-c2ccccc2)cc1,0,x,-10,13,-10,-1.0,0,-3
CCC1(CC)NC(=O)N(CC(=O)OCC(=O)NC(=O)c2ccccc2)C1=O,3,0.3,-6,-11,-5,-0.2,5,5
O=C(CN1CCOCC1)N/N=C/C=C/c1ccccc1,x,x,x,16,26,0.1,10,2
COc1ccc(/C=N\NC(=O)c2sccc2C)cc1Cn1nc(C)cc1C,-9,x,4,-94,0,0.1,5,-22
O=C(O)c1cccc(N=NN2CCOCC2)c1,x,x,x,-11,2,0.0,-1,9
CC(=O)c1ccc(-c2ccc(C(=O)NC3CC(C)(C)NC(C)(C)C3)o2)cc1,19,x,27,17,-5,0.2,2,-1
COCCN1C(=O)c2ccc(C(=O)NCc3ccco3)cc2C1=O,-1,0.1,-7,-11,-4,0.0,4,-4
CC1(C)CN=C(c2ccccc2)NC1,-5,0.4,3,8,3,0.3,1,-1
CC(=O)N[C@@H]1CC[C@H](CC(=O)NCC2CCCCC2)O[C@@H]1CO,4,-0.5,5,7,u,-0.4,-3,-1
CC(=O)Nc1ccc(NS(=O)(=O)c2ccc3[nH]c(=O)[nH]c3c2)cc1,-4,x,7,-18,1,0.0,-2,u

# Further results follow.
SMILES,esBAF inh,E-sel inducer,RAD54 branch,RAD52 inh,S100A4 MyoIIA,Xi reactivation,ERAP1 HTS inh,ERp5 block
CCOc1ccccc1OCCCC(=O)Nc1cccc(S(=O)(=O)N2CCOCC2)c1,-5,-0.7,0,-4,-1,0.1,2,3
OC(c1cccc(CN2CCCCC2)c1)c1ncc(-c2cccc(C(F)(F)F)c2)[nH]1 (stereo unspecified),0,0.0,-4,0,-2,0.0,-1,7
CC(=O)c1c(C)[nH]c(C(=O)N(C)CC(=O)Nc2ccc(Cl)c(C(F)(F)F)c2)c1C,-2,0.0,10,-34,6,0.4,-1,9
O=C(NNc1ccccc1[N+](=O)[O-])Nc1cccc(Cl)c1,-1,2.8,x,-5,3,0.0,1,-1
Cc1ccc(N(CC(O)Cn2nc(C)cc2C)S(=O)(=O)c2ccc3ccccc3c2)cc1 (stereo unspecified),x,-2.4,x,-6,-3,-0.1,2,3
CN(C)S(=O)(=O)c1ccc(Cl)c(C(=O)NC2CCCCCCC2)c1,1,x,-8,-6,2,0.0,15,-2
Cc1ccc(C(=O)Nc2cc3[nH]c(=O)oc3cc2C)cc1,11,0.0,4,-15,8,-0.1,1,-2
Cc1nc(CNS(=O)(=O)c2ccccc2F)cs1,0,0.3,-2,-8,-6,-0.1,0,-7
O=S(=O)(NCCN1CCCC1)c1ccc(Cl)cc1,-9,0.1,7,-25,0,0.0,5,4
COc1ccc(N2CC(NC(=O)N3CCc4ccccc43)CC2=O)cc1OC (stereo unspecified),-3,0.0,-14,-12,-1,-0.2,x,-8
CN(C)S(=O)(=O)c1cccc(C(=O)Nc2ccc3c(c2)CCC3)c1,10,x,9,-12,-4,0.1,1,-1
C=CC[C@]1(C(=O)NCCCOC)COC(c2ccc(OCCCO)cc2)=N1,x,x,-1,5,9,x,7,-4
O=C1CCC(C(=O)N(CCO)Cc2ccccc2)CN1CCCN1CCOCC1 (stereo unspecified),3,x,-6,-1,-10,0.0,-1,10
CN(C1CCS(=O)(=O)C1)S(=O)(=O)c1ccc2ccccc2c1 (stereo unspecified),-8,2.6,0,-4,-2,-0.1,1,-3
Cc1cccc(NC(=O)CN2CCSc3ccccc32)c1,-3,-1.7,0,-18,6,0.0,x,2
COCC(=O)N(Cc1cc2ccc(C)cc2[nH]c1=O)c1ccccc1C,1,x,0,-21,2,-0.1,0,3
CC(=O)c1c(C)[nH]c(=S)c(C#N)c1-c1ccc(Cl)cc1,x,-0.2,-2,-9,0,-0.1,2,-4

# Among those listed so far, 2 have two or more sulfur atoms:
SMILES,esBAF inh,E-sel inducer,RAD54 branch,RAD52 inh,S100A4 MyoIIA,Xi reactivation,ERAP1 HTS inh,ERp5 block
Cc1nc(CNS(=O)(=O)c2ccccc2F)cs1,0,0.3,-2,-8,-6,-0.1,0,-7
CN(C1CCS(=O)(=O)C1)S(=O)(=O)c1ccc2ccccc2c1 (stereo unspecified),-8,2.6,0,-4,-2,-0.1,1,-3

# Reformatted: two of the compounds above.
# Under each structure: esBAF inh	E-sel inducer	RAD54 branch	RAD52 inh	S100A4 MyoIIA	Xi reactivation	ERAP1 HTS inh	ERp5 block
- COCC(=O)N(Cc1cc2ccc(C)cc2[nH]c1=O)c1ccccc1C
    1	x	0	-21	2	-0.1	0	3
- CC(=O)c1c(C)[nH]c(=S)c(C#N)c1-c1ccc(Cl)cc1
    x	-0.2	-2	-9	0	-0.1	2	-4
